Screening results deposited in PubChem BioAssay by National Center for Advancing Translational Sciences (NCATS).
TRPV1 agonist: activates the human vanilloid receptor TRPV1; Q8NER1; TRPV1-expressing cells, Fluo-8 calcium influx, agonist mode; activation, % at 8.33 µM; hit rate 0.19% among 320,000; in the data active means activation above about 80%; inconclusive means between about 30% and that limit; further: 0% is about no effect
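TRPV1-expressing cells were cultured overnight at 35.5C and loaded with Fluo-8 calcium dye for 40 to 90 min at room temperature. After a 10 s baseline, compound was added and calcium influx was read kinetically for 3 min (ex 480/em 520 nm).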
B2AR arrestin: agonists driving beta-arrestin recruitment to human beta2-adrenergic receptor; P07550; beta-arrestin recruitment to beta2AR, cell-based reporter; Potency, µM (highest dose often 46.1 µM), for inactives: at the top dose activation, hits mostly activators; hit rate 0.02% among 330,000; AID 492947;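 further: potency means the concentration at half of the fitted maximal effect; 0% = DMSO controls and full agonism = EC100 isoproterenol or metaproterenol; nearly all actives have a fitted effect of over 65% in size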
Target sequence (P07550 whole entry, looked up): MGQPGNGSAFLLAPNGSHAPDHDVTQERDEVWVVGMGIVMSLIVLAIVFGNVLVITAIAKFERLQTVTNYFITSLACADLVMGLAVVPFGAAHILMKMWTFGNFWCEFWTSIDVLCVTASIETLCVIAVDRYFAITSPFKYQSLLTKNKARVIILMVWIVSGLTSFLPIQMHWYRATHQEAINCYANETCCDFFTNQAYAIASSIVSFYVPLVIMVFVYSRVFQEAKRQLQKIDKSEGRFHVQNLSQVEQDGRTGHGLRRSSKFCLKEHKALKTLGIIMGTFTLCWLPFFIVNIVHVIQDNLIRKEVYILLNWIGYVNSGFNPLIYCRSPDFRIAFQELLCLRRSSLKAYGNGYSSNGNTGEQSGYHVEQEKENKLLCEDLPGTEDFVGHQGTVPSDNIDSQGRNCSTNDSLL
a7 integrin act: activates integrin-mediated alleviation for muscular dystrophy | alpha7betagal myoblasts, beta-gal FDG fluorescence, 48 h | AID 624291 | Potency, µM (top dose mostly 38.3 µM), inactives show at the highest dose activation, most hits filed as activators | hit rate 0.064% among 350,000;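 further: potency means the concentration at half of the fitted maximal effect; 100% = response of the positive control SU9516; nearly all actives have a fitted effect of over 60% in size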
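Alpha7betagal+/- myoblasts (passage 13) were plated 16-24 hr, then exposed to compounds (1:260 dilution of DMSO stock) for 48 hours at 37C. After MPER lysis, β-galactosidase reporter activity was read as FDG fluorescence (ex 480/em 540) after 30 minutes.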
BRCA1 expr act: increases BRCA1 expression; MCF7-BRCA1-FFLuc reporter, luminescence, 48 h; response scale: scaled: vehicle 0%, 10 µM genistein 100%; Potency, µM (highest dose often 46.1 µM), inactives show at the top dose activation, hits mostly activators; hit rate 1.1% among 380,000; further: potency means the concentration at half of the fitted maximal effect; nearly all actives have a fitted effect of over 80% in size; some results filed as inactive show a strong effect at the top dose
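Quantitative HTS in MCF7 cells stably reporting BRCA1 expression via firefly luciferase. Compound treatment lasts 48 h at 37 °C in phenol-red free MEM. Activation is expressed relative to genistein at 10 microM and DMSO.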
USP2a block: USP2a (human) protease inhibition; O75604; USP2 core, Ub-CHOP2 coupled fluorogenic reporter, 485/531; Potency, µM (titrated, usually from 38.3 µM), for inactives: at the top dose activity change, negative = inhibition, usual class: inhibitors; hit rate 0.01% among 330,000; AID 463254;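 further: potency means the concentration at half of the fitted maximal effect; plate controls were DMSO wells for no effect and full inhibition by NEM control for full effect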
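Deubiquitinase activity read as fluorescence (485/531 nm) after Ub-CHOP2 cleavage activates the enterokinase reporter on its substrate; USP2 core 10nM, Ub-CHOP2 and substrate 25nM each, 30min compound preincubation then 60min RT; data normalized to NEM, curves fitted.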
p53 reactivation: re-activators of mutant p53; Potency, µM (titrated, usually from 92.2 µM), inactives show at the highest dose activity change, positive = activation, usual class: activators; H1299 p53-A138V BP100-luciferase reporter, luminescence, 24 h; hit rate 0.063% among 320,000; further: potency means the concentration at half of the fitted maximal effect; % of control where 0% means no effect; nearly all actives have a fitted effect of over 45% in size
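p53-null H1299 cells stably carrying temperature-sensitive p53-A138V and a BP100-luciferase reporter were pinned with compounds (4-point, 1:5 series) and held 24 hrs at 37 deg C. Luminescence was read 10 min after detection reagent.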
Eya2 phos inh: inhibitors of human Eya2 phosphatase activity | recombinant Eya2, OMFP fluorescence dephosphorylation (OMFP is methylfluorescein phosphate) | Potency, µM (doses to about 76.9 µM), for inactives: at the top dose activity, negative = inhibition, usual class: inhibitors | hit rate 0.006% among 330,000; further: potency means the concentration at half of the fitted maximal effect; on the % scale 0 is the no-effect control and ±100 the full control effect
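Eya2 protein (added as 0.2 uM solution) was preincubated with compound for 10 min at ambient temperature in 50 mM HEPES pH 7.5, 50 mM NaCl, 5 uM MgCl2, 0.05% BSA, 1 mM DTT. OMFP (added at 50 uM) then reacted 10 min; fluorescence read at 485/525 nm.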
TSG101-PTAP inh: blocks PTAP/TSG101 interaction to inhibit HIV-1 budding; Fluorescence polarization, FITC-PTAP peptide / Tsg101 binding; 340,000 tested, under 10 active; Potency, µM (series often up to 115 µM), for the others: top-dose activity change, negative = inhibition, usual class: inhibitors; Q99816; active means well fitted inhibition curve with a large enough effect in the main read-out, with a control signal flat, not every such curve was filed as active; inconclusive means small, poorly fitted or top-dose-only effect, or effect the other way, or a change in a side signal; inactive means no such curve, though single readings can be large or run the other way; further: potency means the concentration at half of the fitted maximal effect; % of control where 0% means no effect
Target sequence (Q99816 whole entry, looked up): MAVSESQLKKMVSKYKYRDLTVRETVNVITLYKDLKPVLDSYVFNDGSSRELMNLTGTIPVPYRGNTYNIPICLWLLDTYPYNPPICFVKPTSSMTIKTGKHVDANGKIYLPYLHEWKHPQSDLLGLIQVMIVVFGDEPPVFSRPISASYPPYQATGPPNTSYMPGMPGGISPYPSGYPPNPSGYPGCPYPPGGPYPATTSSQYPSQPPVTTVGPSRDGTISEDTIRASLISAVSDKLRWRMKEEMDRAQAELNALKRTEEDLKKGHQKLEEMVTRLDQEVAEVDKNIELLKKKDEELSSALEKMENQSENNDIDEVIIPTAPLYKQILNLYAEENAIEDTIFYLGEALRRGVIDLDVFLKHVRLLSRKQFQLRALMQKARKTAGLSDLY
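Tsg101 binding domain (10 uM final) was mixed with compound and a FITC-labeled PTAP peptide (50 nM final) in HEPES pH 7.5 buffer with NaCl, Tween 20, EDTA and TCEP; fluorescence polarization was read after 20 min at r.t.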
uPA generation: blocks generation of uPA at the cell surface. hit rate 0.31% among 330,000. Potency, µM (series often up to 38.3 µM), without a hit: at the highest dose activity change, negative = inhibition, actives largely listed as inhibitors. AID 540303. cell surface uPA generation assay, qHTS; active means well fitted inhibition curve with a large enough effect; inconclusive means small, poorly fitted or top-dose-only effect; inactive means no such curve, though single readings can be large or run the other way; tested in mouse RAW 264.7 cells; further: potency means the concentration at half of the fitted maximal effect; on the % scale 0 is the no-effect control and ±100 the full control effect; nearly all actives have a fitted effect of over 55% in size
S-ASM inh: inhibitors of human secretory acid sphingomyelinase; placental ASM, HMU-PC fluorogenic substrate, 60 min; hit rate 0.006% among 340,000; P17405; Potency, µM (titrated, usually from 57.5 µM), for the others: at the highest dose activity change, negative = inhibition, most hits filed as inhibitors; further: potency means the concentration at half of the fitted maximal effect
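Fluorescence read-out (Ex 386 nm, Em 447 nm) after stopping the reaction at pH 10. Enzyme: ASM from human placenta; substrate HMU-PC0, 9 uM final; 60 min, 37 °C. Compound preincubation 10 min, ambient temperature.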
ELG1 genotoxic: induces genotoxicity in HEK293T cells with luciferase-tagged ELG1; HEK293T ELG1-luciferase reporter, luminescence, 16 h; Potency, µM (highest dose often 46 µM), for the others: at the highest dose activity change, positive = activation, hits mostly activators; AID 504466; hit rate 1.3% among 330,000; further: potency means the concentration at half of the fitted maximal effect; % of control where 0% means no effect; nearly all actives have a fitted effect of over 60% in size
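Luminescence read-out: rising ELG1-luciferase signal, reflecting elevated ELG1 protein under genetic stress, flags genotoxic compounds. Cells were treated for 16 hr at 37 °C before ONE-Glo detection.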
* hit, by the source's call; ? = inconclusive; nt = not tested or not shown; & = joins results of further samples; [ ] = another dose, or the depositor's remark. Unless noted, the call rests on the fitted dose curve; in most records, active means well fitted curve in the direction sought with a large enough effect; inconclusive means small, poorly fitted or top-dose-only effect, or another doubt; inactive means no such curve, though single readings can be large; an effect the other way counts as inactive or inconclusive. Random draw from the library; any-hit rate near 2.6%.

The first 2 compounds, to show the layout:
(1) O=C1CCC(C(=O)N2CCCC2)CN1Cc1cccc(C(F)(F)F)c1 (stereo unspecified)
(2) Cc1cc(OCC(=O)NC2CC2)c2c(C)cc(=O)oc2c1
assay / compound,1,2
USP2a block,5%,2%
uPA generation,-1%,15%
a7 integrin act,?,2%
B2AR arrestin,0.5%,0.3%
p53 reactivation,0%,-6%
BRCA1 expr act,-29%,14%
ELG1 genotoxic,-3%,0%
TRPV1 agonist,-4,-1
Eya2 phos inh,4%,11%
S-ASM inh,2%,1%
TSG101-PTAP inh,-2%,-3%

All compounds of this part (from the top)
(1) O=C1CCC(C(=O)N2CCCC2)CN1Cc1cccc(C(F)(F)F)c1 (stereo unspecified)
(2) Cc1cc(OCC(=O)NC2CC2)c2c(C)cc(=O)oc2c1
(3) CCCn1nc2cc(C(=O)NCc3ccc(C)cc3)ccc2c1OC
(4) O=C(OCC#CCSc1nnc(-c2cccc3ccccc23)o1)c1ccco1
(5) O=C(NCc1ccccn1)C(=O)Nc1cccc2ccccc12
(6) CCOc1ncccc1C(=O)OCC(=O)c1ccc(Cl)s1
(7) NC(=O)c1ccccc1OCc1nnc(-c2ccccc2Br)o1
(8) CCN(CC)C(=O)C1CCN(Cc2ccc(OCc3ccccc3)cc2)CC1
assay / compound,1,2,3,4,5,6,7,8
USP2a block,5%,2%,0%,-10%&2%,1%,0%,0%,0%
uPA generation,-1%,15%,14%,-10%,6%,-2%,2%,-1%
a7 integrin act,?,2%,0%,13%[7.66 µM],34%,?,0%,-55%[inhibitor]
B2AR arrestin,0.5%,0.3%,-0.2%,-0.1%&0.2%,-0.2%,-0.6%,0.1%,0.3%
p53 reactivation,0%,-6%,-5%,2%,-1%,-1%,?,nt
BRCA1 expr act,-29%,14%,1%,2%,52%,5%,?,0%
ELG1 genotoxic,-3%,0%,2%,0%,4%,-6%,20%,-5%
TRPV1 agonist,-4,-1,-1,?,2,-3,0,2
Eya2 phos inh,4%,11%,18%,-1%&-10%,2%,12%,6%,9%
S-ASM inh,2%,1%,28%,0%,3%,0%,0%,-2%
TSG101-PTAP inh,-2%,-3%,-3%,-1%,-5%,-4%,-5%,0%

(9) CC(Oc1ccccc1Cl)C(=O)N(Cc1cccs1)C1CCS(=O)(=O)C1 (stereo unspecified)
(10) CCc1cc2ccccc2nc1SCC(=O)N1CCN(C(=O)c2ccco2)CC1
(11) CCOc1ccc(-c2nc(N)ncc2-c2ccc(OC)cc2)c(O)c1
(12) CCC1Oc2ccccc2N(CC(=O)NCCCN2CCCCC2C)C1=O (stereo unspecified)
(13) CCN(CC)S(=O)(=O)c1ccc(N2CCOCC2)c(NC(=O)c2cc([N+](=O)[O-])ccc2Cl)c1
(14) Cc1ccc(C2CC(C(F)(F)F)n3nc(C(=O)NCCN4CCOCC4)cc3N2)cc1 (stereo unspecified)
(15) CCC1CCCCN1CCCNC(=O)C1CCN(S(=O)(=O)N2CCC3(CC2)OCCO3)CC1 (stereo unspecified)
(16) COc1ccc(OCc2nnc(NC(=O)Nc3ccc(F)cc3)s2)cc1
assay / compound,9,10,11,12,13,14,15,16
USP2a block,0%,-4%,5%,2%,1%,-1%,3%,1%
uPA generation,17%,1%,13%,0%,-6%,-1%,8%,4%
a7 integrin act,-1%,-17%,0%,-2%,-10%,13%,-10%,18%
B2AR arrestin,0.3%,-4.0%,-2.0%,-2.1%,-0.1%,-0.3%,-1.2%,-0.2%
p53 reactivation,-8%,-4%,-26%,-3%,-2%,-9%,8%,9%
BRCA1 expr act,0%,-3%,-33%,-1%,-3%,-3%,3%,0%
ELG1 genotoxic,-1%,-7%,4%,1%,-20%,3%,0%,0%
TRPV1 agonist,-1,5,5,0,2,-1,-3,3
Eya2 phos inh,5%,7%,1%,0%,-5%,0%,-2%,5%
S-ASM inh,5%,-2%,-6%,-2%,3%,1%,3%,-3%
TSG101-PTAP inh,-1%,-1%,-4%,-1%,-9%,-7%,-4%,-2%

Individual results from the entries so far.
#13 in USP2a block reads 1%
#9 in a7 integrin act reads -1%

New compounds follow.
(17) c1ccc(-c2ccc(CN3CCN(c4ncccn4)CC3)cc2)cc1
(18) COC(=O)/C=C(\C)NC(=O)c1ccc(F)cc1
(19) Cc1onc(-c2c(F)cccc2Cl)c1C(=O)NC(=S)NCc1cccnc1
(20) CC(c1ccccc1)C1OCC(C[N+]2(C)CCCCC2)O1 (stereo unspecified)
(21) O=C(CN1CCN(CC(=O)Nc2ccc3c(c2)OCO3)CC1)Nc1ccc(F)cc1
(22) CCC(C)NC(=O)[C@H]1N2C(=O)c3ccccc3C2SC1(C)C (stereo partly specified)
(23) CCOCCCn1c(=S)[nH]c2cc(C(=O)N3CCOCC3)ccc2c1=O
(24) CN1c2ccccc2C(O)=C(C(=O)Nc2ccccc2)S1(=O)=O
assay / compound,17,18,19,20,21,22,23,24
USP2a block,-5%,2%,-1%,0%,4%,5%,1%,1%
uPA generation,7%,3%,-1%,3%,0%,5%,nt,4%
a7 integrin act,11%,16%,19%,?,11%,0%,3%,8%
B2AR arrestin,0.1%,0.4%,-0.9%,0.3%,-0.3%,8.5%,-0.1%,-0.1%
p53 reactivation,18%,2%,-19%,0%,-2%,0%,-14%,4%
BRCA1 expr act,21%,0%,-6%,-14%,-14%,3%,-12%,-9%
ELG1 genotoxic,-5%,15%,3%,8%,0%,0%,-1%,1%
TRPV1 agonist,1,-15,2,0,-3,5,-3,nt
Eya2 phos inh,9%,-29%,5%,-5%,3%,0%,-5%,?
S-ASM inh,5%,2%,1%,0%,-1%,-2%,3%,4%
TSG101-PTAP inh,-6%,1%,-1%,0%,-7%,-13%,-4%,-6%

(25) Cc1cc(C)c(NC(=O)Cn2nc(-c3ccccc3)nc2-c2ccccc2)c(C)c1
(26) O=C(Nc1ccccc1)N1CCC(c2nc(-c3ccc(S(=O)(=O)N4CCOCC4)cc3)no2)CC1
(27) CCCN(CCC)CC(O)COc1ccccc1C(=O)Nc1ccccc1 (stereo unspecified)
(28) COc1ccc(C(=O)Nc2ccccc2C(=O)NCc2cccnc2)cc1OC
(29) O=C(c1ccc2c(c1)N(Cc1ccc(F)cc1)CCS2)N1CCOCC1
(30) CCc1nc(SCC(=O)OC)c2c3c(sc2n1)COC(C)(C)C3
(31) CCCN(CC(=O)Nc1ccccc1C)C(=O)C1CC(=O)N(c2ccc(CC)cc2)C1 (stereo unspecified)
(32) Cc1ccc(NC(=O)CSc2ccc3c(c2)OCCO3)c(O)c1
(33) CC(C)NC(=O)N(C)C[C@H]1Oc2ccc(NC(=O)CCC(F)(F)F)cc2C(=O)N([C@H](C)CO)C[C@@H]1C
(34) CCOC(=O)c1cc(S(=O)(=O)NC2CCN(C(=O)OCC)CC2)cn1C
(35) Nc1nonc1-c1nc2ccccc2n1CC(=O)O
assay / compound,25,26,27,28,29,30,31,32,33,34,35
USP2a block,2%,2%,2%,1%,0%,-1%,2%,-7%,3%,-1%,0%
uPA generation,-8%,nt,6%,-14%,5%,-1%,4%,-38%,10%,1%,-1%
a7 integrin act,1%,-22%[7.66 µM],-19%,12%,-24%,-7%,8%,0%,0%,-8%,-2%
B2AR arrestin,0.4%,0.3%,-0.5%,0.3%,-0.2%,-1.0%,-1.4%,-0.2%,-0.1%,-2.6%,0.0%
p53 reactivation,-3%,-8%,-8%,nt,-4%,11%,-3%,-1%,0%,9%,-6%
BRCA1 expr act,-21%,-81%,-15%,-19%,-35%,-2%,-14%,-25%,0%,-14%,-14%
ELG1 genotoxic,?,-8%,-4%,-11%,-4%,-1%,5%,-2%,4%,-6%,-6%
TRPV1 agonist,1,-1,-1,2,?,?,6,9,nt,-1,3
Eya2 phos inh,-8%,8%,4%,-1%,-18%,9%,16%,-14%,4%,3%,-5%
S-ASM inh,-1%,0%,5%,0%,43%,-3%,-2%,5%,1%,-1%,4%
TSG101-PTAP inh,0%,-4%,0%,-2%,-1%,-6%,-3%,-10%,-1%,2%,-2%
